S1P2 ag – S1P2 receptor agonists, primary screen, cell-based; 97,000 tested, 0.46% active; Sphingosine 1-phosphate receptor 2 (Homo sapiens), O95136; activation, % at 4.5 µM; S1P2-expressing cell line, agonist reporter read-out; in the data active means activation above about 16%;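 further: 0% = vehicle low control and 100% = maximal reference agonist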
Target sequence (O95136 whole entry, looked up): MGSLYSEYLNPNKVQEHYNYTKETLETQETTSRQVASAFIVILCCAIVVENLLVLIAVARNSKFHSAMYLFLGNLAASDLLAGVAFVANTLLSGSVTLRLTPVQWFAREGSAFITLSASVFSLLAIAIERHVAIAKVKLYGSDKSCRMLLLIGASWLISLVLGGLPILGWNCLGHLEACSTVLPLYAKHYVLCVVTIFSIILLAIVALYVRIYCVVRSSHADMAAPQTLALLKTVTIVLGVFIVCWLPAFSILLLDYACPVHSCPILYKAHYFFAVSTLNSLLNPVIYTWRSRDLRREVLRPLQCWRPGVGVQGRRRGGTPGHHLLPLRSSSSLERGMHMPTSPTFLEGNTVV
S1P2 blocker – human S1P2 receptor antagonists, primary screen, cell-based | cell-based S1P2 antagonist assay, inhibition at 5 uM | inhibition, % at 5 µM | 97,000 tested, 0.21% active | AID 736, 2007; in the data active means inhibition above about 45%;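 further: CRE beta-lactamase reporter cells expressing human S1P2 stimulated with S1P; 0% = agonist at EC80 alone and 100% = agonist plus reference antagonist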
hDAT+cocaine – changed hDAT dopamine uptake under cocaine IC80, either direction, primary screen, cocaine antagonist project, cell-based, LLC-PK1 hDAT, [14C]-dopamine uptake, MLSMR; Sodium-dependent dopamine transporter (Homo sapiens), Q01959; LLC-PK1 hDAT cells, [14C]-dopamine uptake with cocaine IC80; actives deviate in either direction; B-score at 10 µM; 110,000 tested, 1.3% active;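 active means Z score or B-score, a plate-position-corrected score, falls beyond the plate's 99.7% confidence bounds, in either direction; inactive means both scores lie inside the 99.7% bounds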;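 further: scored against the spread of the other compound wells on the same plate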
Target sequence (Q01959 whole entry, looked up): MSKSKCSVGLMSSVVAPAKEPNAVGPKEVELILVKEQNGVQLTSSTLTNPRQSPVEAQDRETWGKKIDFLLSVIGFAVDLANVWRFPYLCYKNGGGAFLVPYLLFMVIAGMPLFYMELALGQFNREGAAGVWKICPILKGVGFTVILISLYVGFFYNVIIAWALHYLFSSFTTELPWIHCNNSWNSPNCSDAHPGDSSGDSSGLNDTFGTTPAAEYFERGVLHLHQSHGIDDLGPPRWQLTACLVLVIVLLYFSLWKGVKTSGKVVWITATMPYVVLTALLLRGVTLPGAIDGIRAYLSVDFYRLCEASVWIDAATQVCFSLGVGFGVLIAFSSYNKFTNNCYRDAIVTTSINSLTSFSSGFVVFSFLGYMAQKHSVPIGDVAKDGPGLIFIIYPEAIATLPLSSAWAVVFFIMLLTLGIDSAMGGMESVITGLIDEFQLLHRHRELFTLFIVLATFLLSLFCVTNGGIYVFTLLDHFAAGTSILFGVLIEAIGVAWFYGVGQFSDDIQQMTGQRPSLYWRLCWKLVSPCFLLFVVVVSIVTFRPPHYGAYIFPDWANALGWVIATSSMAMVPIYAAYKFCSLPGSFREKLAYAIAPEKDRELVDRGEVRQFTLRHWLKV
PostGolgi ctrl – growth inhibition of yeast control strain, primary screen, counter-screen for post-Golgi transport modulator project | inhibition, % at 10 µM | 98,000 tested, 5% active | AID 738, 2007 | efflux-deficient yeast background strain, growth absorbance A615, 16 h
PostGolgi yeast – phenotypic screen on post-Golgi transport, primary screen; 98,000 tested, 0.9% active; inhibition, % at 10 µM; post-Golgi transport phenotypic cell assay;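 further: yeast cells grown in 1536-well plates; yeast grown about 18 h at 30C before absorbance read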
Fibroblast inh – antiproliferative effect on LL 47 fibroblasts – human, LL 47 cells, CellTiter-Glo luminescence, primary screen; LL 47 human lung fibroblast viability, ATP luminescence; active compounds read low; viability, % at 10 µM; 85,000 tested, 1.1% active;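 active means viability at or below 50% in the single dose screen; inactive means viability above 50%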;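 further: compound exposure lasted 72 h before the ATP readout; 100% = median luminescence of untreated cell-only wells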
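Material: human lung fibroblast line LL 47, low passage; Evaluation: viability percentage against median untreated-cell control; Buffer or medium: 15% FBS in IMEM; Incubation: 72 h compound exposure at 37 °C after overnight plating; Dosing: 0.1% DMSO in all compound wells; Measured by: CellTiter-Glo luminescence.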
HUVEC inhibit – inhibitors of HUVEC proliferation, primary screen, cell-based, 384-well. viability, % at 10 µM (by protocol). AID 648, 2007. 86,000 tested, 1.1% active. CellTiter-Glo luminescence, 72 h; active compounds read low;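 active means viability at or below 30%; inactive means viability above 30%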;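 further: 100% = median luminescence of DMSO-only cell control wells on each plate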
H69AR inhibit – proliferation blockers of H69AR lung cancer cells, primary screen, cell-based, human, 86K library. 85,000 tested, 6% active. H69AR lung tumor viability, ATP luminescence, 72 h; active compounds read low. viability, % at 10 µM;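 active means viability at or below 40%; inactive means viability above 40%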;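 further: multidrug resistant small cell line overexpressing MRP-1 efflux transporter; 100% = mean luminescence of untreated control wells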
E coli WT exp – growth inhibitors of wild-type E. coli, primary screen, strain BW25113, expanded library, OD600. AID 710, 2007. OD600 absorbance. growth inhibition, % at 100 µM. 98,000 tested, 0.15% active;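 active means growth inhibition above about 50% at one test dose, limit read from the data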;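 further: growth measured after 20 h incubation at 37 °C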
Starred values were filed as active, the others as inactive; nt = not tested or not shown. Unless noted, no stated cut-off is given here; in the data, active means inhibition above about 30%; inactive means the rest.

entry	SMILES	S1P2 ag	S1P2 blocker	hDAT+cocaine	PostGolgi ctrl	PostGolgi yeast
1	CCOC(=O)N=S(=O)(Oc1ccc([N+](=O)[O-])cc1)c1ccccc1 (configuration not stated)	-5	3	-0.053	26	17
2	N#Cc1ccccc1Sc1ccccc1C(=O)N1CCOCC1	-3	1	-0.12	6	-3
3	Cc1ccc(SC(C)C(=O)Nc2cccc(N(C)S(C)(=O)=O)c2)cc1 (configuration not stated)	-2	-4	0.11	0	-6
4	CCOc1cccc(/C(O)=C2/C(=O)C(=O)N(Cc3ccco3)C2c2ccncc2)c1 (configuration not stated)	-2	6	0.028	-4	3
5	CN1C(=O)c2cccc3c(S(=O)(=O)Nc4ccccn4)ccc1c23	-7	-2	-0.0045	0	2
6	Nc1ccc(CCc2nc3ccccc3o2)cc1	-6	6	0.091	4	-3
7	CCOc1ccc2[nH]c(=O)c(=O)[nH]c2c1	-7	-33	-0.88	1	23
8	O=C1NC2(C=Cc3c(ccc4ccccc34)O2)Oc2ccccc21 (configuration not stated)	-10	8	-0.2	19	-4
9	Cc1cc(C)c(S(=O)(=O)N2CCN(c3ccc([N+](=O)[O-])c(NCc4ccco4)c3)CC2)c(C)c1	-2	15	-0.47	11	3
10	CCOc1ccc(-c2c(=O)n(OCc3ccccn3)c3ccccc3[n+]2[O-])cc1	-4	-7	0.12	6	5

entry	Fibroblast inh	HUVEC inhibit	H69AR inhibit	E coli WT exp
1	98	117	91	0
2	106	99	87	-1
3	101	101	98	-7
4	93	97	101	2
5	88	72	77	5
6	111	83	87	2
7	105	87	103	4
8	86	58	55	8
9	nt	nt	nt	-19
10	108	103	96	-11

Among those listed so far, two contain a furan ring, fused or not.
entry	SMILES	S1P2 ag	S1P2 blocker	hDAT+cocaine	PostGolgi ctrl	PostGolgi yeast
4	CCOc1cccc(/C(O)=C2/C(=O)C(=O)N(Cc3ccco3)C2c2ccncc2)c1 (configuration not stated)	-2	6	0.028	-4	3
9	Cc1cc(C)c(S(=O)(=O)N2CCN(c3ccc([N+](=O)[O-])c(NCc4ccco4)c3)CC2)c(C)c1	-2	15	-0.47	11	3

entry	Fibroblast inh	HUVEC inhibit	H69AR inhibit	E coli WT exp
4	93	97	101	2
9	nt	nt	nt	-19

(further entries)
entry	SMILES	S1P2 ag	S1P2 blocker	hDAT+cocaine	PostGolgi ctrl	PostGolgi yeast
11	CCOc1cc(C(=O)OCC(=O)c2c[nH]c3ccccc23)ccc1OCC(=O)N1CCOCC1	-9	17	0.44	0	3
12	O=C(COc1ccc(S(=O)(=O)NCc2ccccc2)cc1Cl)NCC1CCCO1 (configuration not stated)	-2	-9	2.6	3	1
13	O=C(c1cccnc1)N1CCc2ccccc2C1	-6	-3	-0.24	5	4
14	CCCCOc1ccc(-c2ncc(Cl)cn2)cc1	-3	11	-0.042	6	-4
15	O=C(NC1CCCCC1)C1CCCN1S(=O)(=O)c1cccc2nsnc12 (configuration not stated)	-3	-5	0.82	2	0
16	O=c1cc(-c2ccccc2)nc(SCc2ccc(Cl)cc2)[nH]1	-1	9	-1.6	4	-2
17	Cc1ccc2[nH]c3c(c2c1)CN(C(=O)CN1CC(C)OC(C)C1)CC3 (configuration not stated)	-5	7	-0.066	12	-13
18	NS(=O)(=O)c1ccc(NS(=O)(=O)c2cccs2)cc1	-5	6	-1.1	1	-3
19	N#CCCCSc1nnc(-c2ccccn2)o1	-3	1	-0.34	2	13
20	O=C(c1ccc(Cn2cc(Br)cn2)cc1)N1CCN(c2ccccc2)CC1	-6	-3	0.68	18	0

entry	Fibroblast inh	HUVEC inhibit	H69AR inhibit	E coli WT exp
11	103	87	89	-9
12	92	81	91	-1
13	nt	nt	nt	-5
14	100	121	101	-7
15	96	102	101	2
16	nt	nt	nt	-3
17	101	88	82	2
18	98	95	93	9
19	95	96	80	-7
20	90	55	8.8*	-12

(further entries)
entry	SMILES	S1P2 ag	S1P2 blocker	hDAT+cocaine	PostGolgi ctrl	PostGolgi yeast
21	Cc1ccc(S(=O)(=O)N=S(CC2CC2(Cl)Cl)CC2CC2(Cl)Cl)cc1 (configuration not stated)	-5	-5	0.66	0	15
22	COc1cccc(-n2c(=O)[nH]cc(C(=O)Nc3ccc4c(c3)OCCO4)c2=O)c1	-5	6	0.31	9	1
23	Cc1cccc(NC(=O)c2cc(NC(=O)c3ccccc3)ccc2N2CCCCC2)c1	0	6	-1.8	20	-3
24	CCOC(=O)C1CCN(S(=O)(=O)c2cccc(-c3cn4cc(Cl)ccc4n3)c2)CC1	-5	-19	0.054	7	-4
25	CC(O)CNCc1ccc(-c2ccccc2)cc1 (configuration not stated)	-4	28	-0.14	11	-2
26	O=C(COC(=O)c1cccnc1)c1ccc(Cl)cc1	-4	-18	-0.66	3	3
27	COc1cc2cc(CN(CCCO)S(=O)(=O)c3ccccc3Cl)c(=O)[nH]c2cc1OC	-1	-13	nt	-6	2
28	FC(F)(F)c1cccc(N2CCN(c3ccc4nnc(-c5ccccc5)n4n3)CC2)c1	-4	-4	0.03	25	-1
29	CCC(C)NC(=O)C1CCN(S(=O)(=O)c2cccc3cccnc23)CC1 (configuration not stated)	-3	20	-1.1	-3	1
30	CC(C)c1cc(C(=O)Nc2cccc(C(F)(F)F)c2)no1	-4	-7	-0.14	7	-2

entry	Fibroblast inh	HUVEC inhibit	H69AR inhibit	E coli WT exp
21	96	92	54	8
22	94	88	89	-20
23	102	79	57	-15
24	96	84	88	-9
25	nt	nt	nt	12
26	94	94	105	5
27	nt	nt	nt	-4
28	nt	nt	nt	-25
29	93	97	99	-2
30	107	108	90	9

5 entries already listed, sorted by heavy-atom count, rising.
entry	SMILES	S1P2 ag	S1P2 blocker	hDAT+cocaine	PostGolgi ctrl	PostGolgi yeast
25	CC(O)CNCc1ccc(-c2ccccc2)cc1 (configuration not stated)	-4	28	-0.14	11	-2
21	Cc1ccc(S(=O)(=O)N=S(CC2CC2(Cl)Cl)CC2CC2(Cl)Cl)cc1 (configuration not stated)	-5	-5	0.66	0	15
29	CCC(C)NC(=O)C1CCN(S(=O)(=O)c2cccc3cccnc23)CC1 (configuration not stated)	-3	20	-1.1	-3	1
24	CCOC(=O)C1CCN(S(=O)(=O)c2cccc(-c3cn4cc(Cl)ccc4n3)c2)CC1	-5	-19	0.054	7	-4
23	Cc1cccc(NC(=O)c2cc(NC(=O)c3ccccc3)ccc2N2CCCCC2)c1	0	6	-1.8	20	-3

entry	Fibroblast inh	HUVEC inhibit	H69AR inhibit	E coli WT exp
25	nt	nt	nt	12
21	96	92	54	8
29	93	97	99	-2
24	96	84	88	-9
23	102	79	57	-15

The listing continues:
entry	SMILES	S1P2 ag	S1P2 blocker	hDAT+cocaine	PostGolgi ctrl	PostGolgi yeast
31	CCOC(=O)N1CCN(S(=O)(=O)c2ccc3[nH]cc(C(=O)O)c(=O)c3c2)CC1	-1	-8	-0.97	15	1
32	c1coc(-c2nc3ccccc3nc2-c2ccco2)c1	nt	nt	0.36	9	14
33	O=C(Cn1cnc2c(nnn2Cc2ccccc2)c1=O)NCC1CCCO1 (configuration not stated)	nt	nt	-1.2	4	-6
34	CCN1C(=O)NC2=C(C(=O)c3ccccc32)C1c1ccccc1F (configuration not stated)	0	-21	-0.37	16	27
35	O=C(NC1CCCCCCC1)c1ccccc1O	0	-9	0.33	8	6
36	CCOc1ccc(CC2CC(=O)NC2=O)cc1 (configuration not stated)	-5	-2	-0.016	8	6
37	COc1ccc(C(=O)NCC(=O)OC2CCCCC2=O)cc1 (configuration not stated)	-4	19	0.64	19	-11
38	Clc1ccc(OCc2nn3c(-c4ccccc4)nnc3s2)c(Cl)c1	3	-7	-1.1	10	2
39	COC(=O)CN(Cc1ccccc1)S(=O)(=O)c1ccc(OC)c(OC)c1	-4	22	0.29	15	-1
40	COc1ccc(OC)c(S(=O)(=O)NCc2csc(-c3ccccc3)n2)c1	-2	-11	2.4*	10	6

entry	Fibroblast inh	HUVEC inhibit	H69AR inhibit	E coli WT exp
31	94	92	94	13
32	100	86	97	-1
33	107	94	105	4
34	86	83	88	0
35	102	104	78	12
36	100	103	110	-8
37	105	92	95	-2
38	90	87	86	-4
39	nt	nt	nt	-5
40	94	96	nt	1

Going on with the list:
entry	SMILES	S1P2 ag	S1P2 blocker	hDAT+cocaine	PostGolgi ctrl	PostGolgi yeast
41	O=C(O)c1ccc(NS(=O)(=O)c2cccc3nsnc23)cc1	-5	11	-0.92	18	-5
42	CCCS(=O)(=O)N1CCCC(C(=O)NCCCN2CCN(c3cccc(Cl)c3)CC2)C1 (configuration not stated)	-4	10	nt	11	6
43	O=C(COC(=O)Cc1ccc(S(=O)(=O)N2CCOCC2)s1)NCc1ccc(Cl)cc1	-7	8	-0.04	-3	7
44	CCOc1ccc(NC(=O)CCN2CCN(S(=O)(=O)c3ccc(Cl)cc3)CC2)cc1	-6	-1	-0.22	3	-2
45	O=C(CCCn1c(=O)[nH]c2cc(Cl)ccc2c1=O)NC1CCCCCC1	-5	0	-0.61	-7	-4
46	COCCCNC(=O)CN(c1ccc(Cl)c(Cl)c1)S(C)(=O)=O	-3	25	0.73	3	-1
47	CN(C)C(/C=C/Nc1ccccc1F)=C(C#N)C#N	-2	19	-0.49	8	-3
48	O=C(CCC1(C(=O)O)CCC(=O)NC1)NCc1ccccc1 (configuration not stated)	3	10	-1.1	8	1
49	Cc1ccccc1NC(=O)CN1C(=O)S/C(=C\c2cccn2-c2cccc(C(=O)O)c2)C1=O	-3	-18	0.46	-10	-3
50	COc1ccc(/C=N/NC(=O)c2cc(-c3ccccc3OC)nc3ccccc23)cc1COC(C)=O	-5	7	-0.18	5	0

entry	Fibroblast inh	HUVEC inhibit	H69AR inhibit	E coli WT exp
41	109	94	93	-1
42	nt	nt	nt	-4
43	nt	nt	nt	-9
44	104	96	67	-2
45	93	85	86	-2
46	103	98	90	3
47	nt	nt	nt	2
48	109	99	101	5
49	nt	nt	nt	-1
50	nt	nt	nt	-4

Further records
entry	SMILES	S1P2 ag	S1P2 blocker	hDAT+cocaine	PostGolgi ctrl	PostGolgi yeast
51	O=c1[nH]c(CN2CCN(c3ccccc3Cl)CC2)nc2ccsc12	-4	21	0.9	16	0
52	COC(=O)c1cc2ccsc2n1CC(=O)Nc1cc(C)cc(C)c1	-2	-5	-1.2	-1	-5
53	Cc1ccc(NC(=O)c2cc(-c3ccco3)on2)cc1	0	-6	-0.37	14	-11
54	O=C(Nc1ccc(-c2nc3c(ccc4ccccc43)o2)cc1)c1ccco1	-4	6	-0.79	11	3
55	O=C(COC(=O)c1ccccc1Cl)Nc1nccs1	-2	-16	-0.6	4	1
56	Cc1ccccc1-n1c(SC/C(O)=C(\C#N)c2nc3ccccc3[nH]2)nnc1-c1ccncc1	nt	nt	1.5	-1	-2
57	CCn1c2ccccc2c2cc(Nc3cc(C)nc4ncnn34)ccc21	nt	nt	0.52	24	1
58	Cc1ccccc1CSCCNS(C)(=O)=O	-4	-10	0.75	-1	-5
59	COc1cccc2c1C(=O)O/C2=C/c1ccc2c(c1)OCO2	2	-26	-0.55	8	0
60	CCOc1cccc(-c2nnc(SCC(=O)Nc3cc(OC)cc(OC)c3)n2N)c1	-5	14	-0.69	-1	13

entry	Fibroblast inh	HUVEC inhibit	H69AR inhibit	E coli WT exp
51	100	94	86	1
52	93	95	74	-2
53	nt	nt	nt	-26
54	40*	69	19*	-9
55	nt	nt	nt	-9
56	87	73	44	0
57	45*	30*	31*	1
58	108	93	103	4
59	nt	nt	nt	-9
60	90	86	90	-10
